# CHT PAM: allosteric activators of human choline transporter CHT | Q9GZV3 | CHT-expressing cells, membrane potential dye, choline EC20; hits give high values; LV-AA mutant CHT in HEK293 cells | B-score at 10 µM | 0.49% of 310,000 active | AID 488977;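 active = initial fluorescence not abnormally high and integrated response B-score, plate-corrected, over 3 SD above library mean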
# Target sequence (Q9GZV3 whole entry, looked up): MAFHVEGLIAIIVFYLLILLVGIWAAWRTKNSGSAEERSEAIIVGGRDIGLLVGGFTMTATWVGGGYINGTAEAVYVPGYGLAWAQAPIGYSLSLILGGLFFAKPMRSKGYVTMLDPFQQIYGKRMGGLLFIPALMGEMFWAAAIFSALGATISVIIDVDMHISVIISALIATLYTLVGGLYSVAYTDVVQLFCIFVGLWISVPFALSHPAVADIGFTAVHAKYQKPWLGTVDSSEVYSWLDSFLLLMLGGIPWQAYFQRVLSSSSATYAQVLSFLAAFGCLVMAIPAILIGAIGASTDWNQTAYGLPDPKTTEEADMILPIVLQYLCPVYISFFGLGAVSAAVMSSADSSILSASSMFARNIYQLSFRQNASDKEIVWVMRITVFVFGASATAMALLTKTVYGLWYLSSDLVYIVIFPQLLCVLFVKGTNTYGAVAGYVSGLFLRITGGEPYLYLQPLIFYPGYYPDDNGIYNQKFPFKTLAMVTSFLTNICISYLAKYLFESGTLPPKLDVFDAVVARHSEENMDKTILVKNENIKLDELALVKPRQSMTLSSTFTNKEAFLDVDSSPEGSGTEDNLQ
# OX1R antag-1: antagonists of human orexin 1 receptor; 0.43% of 330,000 active; O43613; AID 434989; inhibition, % at 5 µM; CHO/OX1R cells, Fluo-8 calcium fluorescence, orexin A;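 active = inhibition above its plate's threshold, mean inhibition of all tested compounds on the plate plus 3 SD, cut at about 37% in these data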;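 note: 0% = orexin A challenge wells and 100% = SB-334867-A antagonist wells; not every result past the cut was called active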
# Target sequence (O43613 whole entry, looked up): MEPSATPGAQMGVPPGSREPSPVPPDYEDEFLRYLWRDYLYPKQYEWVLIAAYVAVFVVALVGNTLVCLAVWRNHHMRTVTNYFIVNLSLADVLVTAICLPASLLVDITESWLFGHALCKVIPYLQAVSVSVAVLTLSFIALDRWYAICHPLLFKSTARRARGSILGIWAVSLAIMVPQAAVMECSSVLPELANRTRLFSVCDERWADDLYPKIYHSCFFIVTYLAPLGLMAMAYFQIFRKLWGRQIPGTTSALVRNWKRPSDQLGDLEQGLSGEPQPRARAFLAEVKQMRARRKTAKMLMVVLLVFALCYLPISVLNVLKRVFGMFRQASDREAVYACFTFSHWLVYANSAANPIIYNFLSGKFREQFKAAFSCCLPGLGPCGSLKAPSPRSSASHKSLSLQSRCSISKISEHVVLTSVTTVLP
# OX1R antag-2: blocks the human orexin 1 receptor | O43613 | OX1R-expressing cells, FRET antagonist read-out | inhibition, % at 6.6 µM | 1.8% of 330,000 active | AID 485270; in the data active = inhibition mostly above about 38%, no sharp cut-off; inactive = mostly below about 40%;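 note: 0% = agonist challenge alone and 100% = reference antagonist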
# * = called active by the depositor; i = inactive; / = not tested or not shown.
structure,CHT PAM,OX1R antag-1,OX1R antag-2
Cc1cc(C)c(S(=O)(=O)N2CCN(C(=O)N(C)C)CC2)c(C)c1,i,-21,17
S=C(Nc1ccc2c(c1)OCCO2)Nc1ccc2c(c1)OCO2,i,-11,-3
O=C(C[n+]1ccccc1)N/N=C/c1ccco1,i,-5,10
CCC1(CC)C(=O)C2=C3C1[C@H](C(=O)OC)C=C(C(=O)OC)C[C@H]3[C@H]1C(=O)NC(=O)[C@H]1[C@H]2C (some centres undefined),i,-3,18
O=C(COc1ccc(S(=O)(=O)N2CCCC2)cc1)NCCC1=CCCCC1,i,16,10
Cn1c(=O)[nH]c(=O)c2c1nc(N1CCNCC1)n2Cc1ccccc1Cl,i,-14,9
Cc1ccc(S(=O)(=O)Nc2ccc(Cl)cc2C(=O)c2ccc(F)cc2)cc1,i,6,18
COc1ccc(Cl)cc1NC(=O)CN(C)Cc1ccc(OC)c(OC)c1,i,-20,14
O=C(Nc1cccc(Cl)c1)c1nc[nH]c1C(=O)N1CCN(c2ccccc2)CC1,/,-9,1
O=C(CC(c1ccccc1)c1ccccc1)OCn1nnc2ccccc2c1=O,i,-11,29
Cc1cccc(CCNC(=O)Cc2ccc(NC3=NC4CS(=O)(=O)CC4S3)cc2)c1 (centres undefined),i,-16,1
COC(=O)CNC(=O)c1cccc(F)c1,i,3,6
O=C(N/N=C/c1cnc(N2CCCCC2)s1)c1ccc(Cl)cc1,i,-12,30
CC1Cc2nc(SCC(=O)Nc3ccccc3F)n(C)c(=O)c2S1 (centres undefined),i,2,28
COCC(=O)Oc1c(S(=O)(=O)c2ccc(C)cc2)c(C)nn1-c1ccccc1,i,4,29
O=C(COC(=O)C1=COCCO1)Nc1ccc(OC(F)F)cc1,i,-11,0
Cc1ccsc1/C=C(/C#N)C(=O)NCc1ccccc1,i,-26,8
Cc1cc(C)c(C)c(S(=O)(=O)N2CCN(C(=O)CCC(=O)N3CCOCC3)CC2)c1C,i,-21,8
Cc1nn(-c2ccccc2)c(C)c1C(=O)OC(C)C(=O)NC1CCCCC1 (centres undefined),/,-26,15
CCC1CCCCN1CCCNC(=O)Cn1c2ccccc2c2nc(=O)cc(C)n21 (centres undefined),i,-9,12
CCc1nn(CC(=O)NCCCN2CCc3ccccc3C2)c(=O)c2cc3sccc3n12,i,-21,12
NC(=S)c1cc2cc(Cl)ccc2oc1=O,i,-8,19
C[C@H]1CN([C@@H](C)CO)C(=O)Cc2cc(NS(=O)(=O)c3cccs3)ccc2O[C@H]1CN(C)S(=O)(=O)c1cn(C)cn1,/,-13,5
Cc1cccc(NCc2nnc(-c3ccccc3)o2)c1C,i,-14,28
CC(=O)c1ccc(NC(=O)C(C)OC(=O)C2CCN(c3ccc(C(F)(F)F)cn3)CC2)cc1 (centres undefined),i,-38,22
CCC1CCCCN1CCCNC(=O)c1cn(C)c2ccc(S(=O)(=O)N(C)C3CCCCC3)cc2c1=O (centres undefined),i,-23,10
COc1cc(/C=C2\SC(=O)N(c3ccc(O)cc3)C2=O)cc(OC)c1OC,i,-13,3
Cn1cccc1C(=O)NC(=O)COC(=O)CNC(=O)CNC(=O)c1ccc(Cl)cc1Cl,i,-10,16
O=C(NC1CCCCC1)c1ccccc1C(F)(F)F,i,-8,8
COc1ccccc1CNC(=O)Cn1c(=O)oc2cc(S(=O)(=O)N3CCCC3)ccc21,i,-14,20
CN(CCCOc1ccccc1F)Cc1ccccc1,i,-24,-4
O=C(NCC1CCCO1)C1CC(c2ccc(Cl)c(Cl)c2)=NO1 (centres undefined),i,-18,21
CC12CN3CC(C)(CN(C1)C3c1ccc(Br)cc1)C2=O (centres undefined),i,-5,25
Cc1ccc(C(=O)N(CCC2=CCCCC2)c2c(N)n(Cc3ccccc3)c(=O)[nH]c2=O)o1,i,-19,21
O=C(NCCc1ccc2c(c1)OCCO2)c1ccccn1,i,-1,16
CS(=O)(=O)Nc1ccccc1C(=O)OCC(=O)N1CCC(c2ccccc2)=N1,/,8,63*
O=C(CSc1ccccc1)N1CCCC(N2CCN(c3ccc(F)cc3)CC2)C1 (centres undefined),i,-22,14
CC1(N2CCCCC2)C(=O)c2ccccc2C1=O,i,-17,9
O=C(N/N=C/c1cccc2nccnc12)c1ccncc1,i,-4,41
COc1ccc(Cl)cc1NC(=S)N1CCN(c2ccccn2)CC1,i,-33,11
CN1C(=O)/C(=C\c2ccco2)N=C1c1ccc(Cl)cc1Cl,i,-14,30
COc1ccc(NC(=O)NCCCN2CCC(Cc3ccccc3)CC2)cc1,i,0,9
CC(C)CCN1CC(C(=O)NCc2ccccc2)CC1=O (centres undefined),i,-9,17
COc1ccc(OC(C)C(=O)NCCC2=CCCCC2)cc1 (centres undefined),i,-28,22
CC(C)n1c(CN2CCN(C(=O)c3ccco3)CC2)nc2c1c(=O)n(C)c(=O)n2C,i,-25,-1
O=C(NC1CCCCC1)C1CCCN(S(=O)(=O)c2cnc[nH]2)C1 (centres undefined),i,-15,10
Nc1c(C(=O)Nc2cccc(C(=O)O)c2)sc2nc3c(cc12)CCCC3,i,0,0
Cc1cccc(NC(=O)CN2C(=O)N/C(=C/c3cc(C)n(C(C)C)c3C)C2=O)c1,i,-13,13
O=C(CCSc1ccc(Cl)cc1)NC12CC3CC(CC(C3)C1)C2,i,-18,4
CCN(CC)CCN(Cc1cc2cc3c(cc2[nH]c1=O)OCO3)C(=S)NCC(C)C,i,-18,21
CCOC(=O)c1[nH]c2ccccc2c1NC(=O)NC1CCCCC1,i,-27,23
COc1cc(/C=C/C(=O)O)cc(S(=O)(=O)NC2CC2)c1OC,i,-10,1
Nc1c(Cl)cc(C2=NCCn3nc4cc(C(F)(F)F)ccc4c32)cc1Cl,i,-20,17
O=C(O)c1cc(-c2ccc(/C=N/N3C(=O)C4C5C=CC(CC5)C4C3=O)o2)ccc1Cl (centres undefined),i,0,19
CC(C)CC(C(=O)O)N1C(=O)C2C3CC(C2C1=O)C1C(c2ccccc2)c2sc(=O)[nH]c2SC31 (centres undefined),i,0,5
COc1ccc(Oc2ccc(C(F)(F)F)cc2NC(=O)c2ccc(F)cc2)cc1,i,16,22
Cc1cc(NC(=O)C(C)SCC(=O)NCc2ccc(F)cc2)no1 (centres undefined),/,-21,5
O=S(=O)(NCCc1ccncc1)c1ccc(F)cc1,i,-2,5
COc1ccccc1N1CCN(C(=O)c2coc(=O)c(Br)c2)CC1,i,-8,14
COc1cc(/C=N/NC(=O)c2cccnc2)ccc1OS(=O)(=O)c1ccc(F)cc1,i,19,5

# More records follow.
structure,CHT PAM,OX1R antag-1,OX1R antag-2
O=C(COc1ccccc1)Nc1nc2cc3c(cc2s1)OCCO3,i,2,14
O=C(O)c1cccc(S(=O)(=O)NNc2ccccc2C(F)(F)F)c1,i,-11,16
Cc1cc(C)cc(NC(=O)CCc2ccc(C)o2)c1,i,-22,15
O=C(Nc1ccc2c(c1)OCCO2)C1CCN(C(=O)c2ccc(Br)cc2)CC1,i,-13,17
Cn1c(/C(C#N)=C(\O)c2ccccc2Cl)nc2ccccc21,i,-9,45
COC(=O)c1cc(CNC(=O)c2cccc(Cl)c2Cl)ccc1OC,i,-12,25
CCN(CC)S(=O)(=O)c1cc(OCC(N)=O)c(C)cc1Cl,i,-7,7
CCCC(=O)Oc1ccc(N(C(=O)CCC)S(=O)(=O)c2cccs2)cc1,i,3,8
Cc1ccc(C2=N/C(=C/N3CCOCC3)C(=O)O2)cc1,i,-17,16
COc1cc(C(=O)OCC(=O)c2cc(C)n(C)c2C)cc(NC(=O)c2ccco2)c1OC,i,-17,9
Cc1cccc(OCCCn2c(=O)sc3ccccc32)c1,i,-37,16
O=S(=O)(Nc1ccccc1)c1ccc(NS(=O)(=O)c2c(F)cccc2F)cc1,i,-4,5
O=C(c1cnc2sccn2c1=O)N(Cc1ccccc1)c1ccccn1,i,-5,3
Cc1nn(C)c(NC(=O)c2ccc(Cl)cc2Cl)c1Br,i,-34,7
O=C(COC(=O)c1ccccc1O)NCc1ccc2c(c1)OCO2,/,-2,7
CCOc1ccc(NS(=O)(=O)c2ccc(C(=O)NCC(c3ccco3)N3CCCC3)cc2)cc1 (centres undefined),/,10,2
Cc1cc(C)c(C)c(OCC(=O)O/N=C(\N)c2ccccn2)c1,i,-32,20
CCOC(=O)c1c[nH]c2c(C)cc(C)cc2c1=O,8.1*,-8,11
COc1ccc(CCNC(=O)CSc2nc(=O)[nH]c3c2CCC3)cc1OC,i,-12,7
COc1cc(C(=O)OCC(=O)NC2CCCC2)cc(OC)c1OC,i,-24,12
CC(=O)Oc1c(S(=O)(=O)c2ccc(C)cc2)c(C)nn1-c1ccccc1,i,-1,13
COc1ccc(CN(C)C(=O)COC(=O)c2ccc3c(c2)OCO3)cc1OC,i,-32,24
CCCCCC1(C)NC(=S)N(c2ccccc2)N1 (centres undefined),i,1,11
Cc1ccc(S(=O)(=O)N2CCCCC2CCNC(=O)C(=O)NCc2cccnc2)cc1 (centres undefined),i,-22,18
CCOC(=O)C1=C(C)N=c2s/c(=C/c3cccc([N+](=O)[O-])c3O)c(=O)n2C1c1ccc(OC)cc1OC (centres undefined),i,-11,-8
CC1(C)CC2CC(C)(CN2Cc2c(O)ccc3ccccc23)C1 (centres undefined),i,-15,10
O=C(CSc1nc(-c2ccccc2)cc(C(F)(F)F)n1)c1cccc([N+](=O)[O-])c1,i,-4,3
COc1cc(/C=N\Nc2nc3ccccc3[nH]2)cc(OC)c1OC,i,-18,31
CCOC(=O)C1C2C=CC(CC2)N1c1ccccc1 (centres undefined),i,-8,2
Cc1nnn(-c2nonc2N)c1C(=O)NNC(=O)c1ccc(Cl)c(Cl)c1,i,-15,5

# Given field by field: part of the list above.
SMILES: O=C(Nc1ccc2c(c1)OCCO2)C1CCN(C(=O)c2ccc(Br)cc2)CC1
  CHT PAM = i | OX1R antag-1 = -13 | OX1R antag-2 = 17

SMILES: Cn1c(/C(C#N)=C(\O)c2ccccc2Cl)nc2ccccc21
  CHT PAM = i | OX1R antag-1 = -9 | OX1R antag-2 = 45

SMILES: COC(=O)c1cc(CNC(=O)c2cccc(Cl)c2Cl)ccc1OC
  CHT PAM = i | OX1R antag-1 = -12 | OX1R antag-2 = 25

SMILES: CCN(CC)S(=O)(=O)c1cc(OCC(N)=O)c(C)cc1Cl
  CHT PAM = i | OX1R antag-1 = -7 | OX1R antag-2 = 7

# The main list resumes; the two compounds before the break are reprinted first.
structure,CHT PAM,OX1R antag-1,OX1R antag-2
CCOC(=O)C1C2C=CC(CC2)N1c1ccccc1 (centres undefined),i,-8,2
Cc1nnn(-c2nonc2N)c1C(=O)NNC(=O)c1ccc(Cl)c(Cl)c1,i,-15,5
CC(C)(C)c1csc(NC2=NS(=O)(=O)c3ccccc32)n1,i,-12,7
CCN1CCN(CCCNC(=O)C2CCN(c3nnc(-n4c(C)ccc4C)s3)CC2)CC1,i,-1,3
CC1CCC(NC(=O)CCn2ccc3cc(S(=O)(=O)N4CCCC4)ccc32)CC1 (centres undefined),i,-29,15
COc1ccc(C(C[N+](=O)[O-])c2c(-c3ccccc3)cc3ccccn23)cc1OC (centres undefined),i,-37,33
CCOC(=O)C1CCN(c2cc(C)nc3cc(-c4cccc(F)c4)nn23)CC1,i,-35,20
O=C(CNC(=O)c1cccs1)OCC(=O)c1ccc([N+](=O)[O-])cc1,i,4,34
CNC(=O)NC(=S)NC(=O)c1ccc(OC)cc1,i,-11,24
Fc1cccc(CNc2ncnc3cc(Cl)ccc23)c1F,i,-18,23
COc1cc(C(=O)NCCC(C)C)c([N+](=O)[O-])cc1OC,i,-38,13
Cc1cccc(N2CCN(C(=O)C3CCN(c4ncnc5c4nc4n5CCCCC4)CC3)CC2C)c1 (centres undefined),i,37,13
Cc1ccc(S(=O)(=O)Cc2ccc(C(=O)N3CCN(c4cc(C)ccc4C)CC3)o2)cc1,i,-16,-2
COc1cccc(NC(=O)NNC(=O)CN2C(=O)COc3ccccc32)c1,i,-6,4
O=C(CSc1nc2ccsc2c(=O)n1CC1CCC(C(=O)O)CC1)NCCc1ccc(Cl)cc1 (centres undefined),i,-33,18
COc1ccc(-c2c(C)n([O-])c3c([n+]2=O)CCCC3)cc1,i,-5,20
O=C(CCC(=O)Nc1ccc(Oc2ccccc2)cc1)NCCO,i,-8,10
Cc1cc(C)c(N2C(=O)CCCC2=O)c(Cl)c1,i,1,5
CCN1CCN(C(=S)NC(=O)c2cccs2)CC1,i,5,9
O=C1CC[C@H](O)CCN1[C@H](CSc1ccccc1)Cc1ccccc1,i,-9,7
Oc1ccc(/C=N/N2CCOCC2)c(O)c1O,i,4,28
COC(=O)N1C(=O)[C@@](c2ccccc2)(C(C)C)N1C(=O)OC,i,-3,38
Cc1nnsc1C(=O)Nc1ccc(S(=O)(=O)N2CCC(C)CC2)cc1,i,-6,5
COc1ccc(NC(=O)COC(=O)/C=C/c2ccc(OC)c(S(=O)(=O)N3CCOCC3)c2)cc1,i,-23,22
Cc1ccc(S(=O)(=O)N2CCN(C(=O)COC(=O)c3ccc(C(C)(C)C)cc3)CC2)c(C)c1,i,-1,0
